Bioassay records deposited in PubChem BioAssay by several laboratories.
MEX-5 binding = C. elegans MEX-5 TCR-2 RNA binding activity; AID 1832; Q9XUB2; MEX-5/FITC-TCR2 RNA binding, fluorescence polarization; active compounds read low; activity score (negative = inhibition of binding), % at 10 µM; 300,000 tested, 0.38% active;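 active means inhibition past about -25% in most replicates, and total fluorescence under double the plate's negative control median, limit read from the data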;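 further: 0% = DMSO and -100% = 5 µM competing unlabeled TCR2 RNA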
GLD-1 TGE inh = GLD-1-TGE RNA interaction inhibition (C. elegans). inhibition, % at 5.96 µM. 320,000 tested, 0.44% active. purified GLD-1 + fluorescein TGE RNA, fluorescence polarization. Q17339. AID 2280;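 active means percent inhibition above a per-plate cutoff, the plate mean of test compounds plus 3 SD, cut at about 30% in these data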;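 further: 0% = DMSO wells with GLD-1 and probe and 100% = wells lacking GLD-1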
Target sequence (Q17339 whole entry, looked up): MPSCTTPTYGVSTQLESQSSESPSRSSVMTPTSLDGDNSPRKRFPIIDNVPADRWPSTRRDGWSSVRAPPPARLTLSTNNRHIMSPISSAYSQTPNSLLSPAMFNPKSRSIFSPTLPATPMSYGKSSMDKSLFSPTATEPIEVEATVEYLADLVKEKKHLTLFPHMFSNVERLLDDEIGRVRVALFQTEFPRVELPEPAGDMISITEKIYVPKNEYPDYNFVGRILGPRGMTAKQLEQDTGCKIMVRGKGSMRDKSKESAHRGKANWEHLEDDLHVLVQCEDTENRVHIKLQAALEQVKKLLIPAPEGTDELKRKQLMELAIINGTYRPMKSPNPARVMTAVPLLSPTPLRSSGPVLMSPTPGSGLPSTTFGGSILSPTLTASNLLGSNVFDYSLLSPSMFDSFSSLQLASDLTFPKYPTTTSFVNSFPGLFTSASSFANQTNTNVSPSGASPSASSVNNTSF
Fam108B inh = Fam108B inhibition, counter-screen for RBBP9 inhibitors | inhibition, % at 9.51 µM | 300,000 tested, 0.33% active | recombinant Fam108B, FP-Rh probe fluorescence polarization;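 active means inhibition above the screen mean inhibition plus 3 SD, computed separately per campaign, cut at about 18% in these data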;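 further: inhibitors lower polarization as less probe binds the enzyme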
PAD4 inh = blocks human protein arginine deiminase 4 | Q9UM07 | 330,000 tested, 0.41% active | recombinant PAD4, RCA probe fluorescence polarization | inhibition, % at 6.36 µM;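 active means percent inhibition above a cutoff equal to the mean of all tested compounds plus 3 SD, cut at about 15% in these data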;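 further: 0% = PAD4 with RCA probe and DMSO and 100% = probe without PAD4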
MCL1 BIM primary = disrupts human MCL1 binding to BIM-BH3 peptide; Q07820; GST-MCL1 / FITC-Bim-BH3 fluorescence polarization; inhibition, % at 10.9 µM; 320,000 tested, 0.68% active; AID 2057;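 active means inhibition above the mean inhibition of all tested compounds plus 3 SD, set per campaign, cut at about 40% in these data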;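 further: 0% = DMSO wells and 100% = unlabeled Bim-BH3 peptide control; higher means more loss of mP so more displacement of Bim peptide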
PME-1 inh = PME-1 (human) inhibition | Q9Y570 | recombinant PME-1, FP-Rh probe fluorescence polarization | 320,000 tested, 0.53% active | inhibition, % at 5.9 µM;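 active means inhibition above the campaign mean of all compounds plus 3 SD, cut at about 26% in these data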;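 further: competitive labeling of PME-1 active site by serine hydrolase directed probe; 0% = PME-1 with DMSO and 100% = wells lacking PME-1 enzyme; inhibitors block probe labeling so polarization falls and inhibition rises; many of its hits are not listed in these tables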
Target sequence (Q9Y570 whole entry, looked up): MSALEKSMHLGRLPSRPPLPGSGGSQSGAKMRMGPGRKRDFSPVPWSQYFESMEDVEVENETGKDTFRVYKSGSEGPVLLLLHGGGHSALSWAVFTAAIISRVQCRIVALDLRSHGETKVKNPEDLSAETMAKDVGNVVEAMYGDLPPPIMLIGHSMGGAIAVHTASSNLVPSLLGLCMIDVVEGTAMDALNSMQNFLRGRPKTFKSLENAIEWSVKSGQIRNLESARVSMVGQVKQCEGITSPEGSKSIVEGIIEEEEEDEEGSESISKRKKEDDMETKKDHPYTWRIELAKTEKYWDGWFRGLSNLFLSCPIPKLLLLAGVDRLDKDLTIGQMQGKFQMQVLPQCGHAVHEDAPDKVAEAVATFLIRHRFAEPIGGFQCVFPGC
Bcl-xL primary = Bcl-xL (human) inhibition; AID 2129; inhibition, % at 10.9 µM; GST-Bcl-xL / FITC-Bim BH3 peptide fluorescence polarization; 320,000 tested, 0.7% active;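 active means inhibition above the mean of all tested compounds plus 3 SD, cutoff set per campaign, cut at about 30% in these data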;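 further: 0% = DMSO wells and 100% = unlabeled Bim-BH3 peptide competitor; inhibitors lower millipolarization by displacing the labeled peptide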
Target sequence (Q07817 whole entry, looked up): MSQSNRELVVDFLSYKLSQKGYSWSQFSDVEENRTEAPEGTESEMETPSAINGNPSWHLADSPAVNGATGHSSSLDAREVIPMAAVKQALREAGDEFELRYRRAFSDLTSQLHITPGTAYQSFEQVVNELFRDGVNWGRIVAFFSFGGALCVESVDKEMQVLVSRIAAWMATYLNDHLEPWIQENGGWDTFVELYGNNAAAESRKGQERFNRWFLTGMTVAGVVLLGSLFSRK
TPT1 inhibitor = blocks Candida albicans tRNA 2'-phosphotransferase; recombinant caTPT1, FP RNA substrate dephosphorylation; inhibition, % at 5 µM; 300,000 tested, 0.81% active; AID 1962;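 active means inhibition above the mean of all tested compounds plus 3 SD, set per screening campaign, cut at about 24% in these data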;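 further: plate controls were DMSO alone for no effect and ferristatin control at 100 nM for full effect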
GSTO1 inh = counter-screen for RBBP9 inhibitors: inhibitors of human GSTO1; 300,000 tested, 1.1% active; recombinant GSTO1, activity-based probe fluorescence polarization; inhibition, % at 5.96 µM; AID 1974; P78417;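 active means inhibition above the campaign mean inhibition plus 3 SD, cut at about 35% in these data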;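 further: 0% = GSTO1-1 with DMSO and 100% = wells lacking GSTO1-1 enzyme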
An asterisk follows results filed as active; nt = not tested or not shown. These rows are one share of the data. The share of hits here may be higher or lower than overall.

SMILES | MEX-5 binding | GLD-1 TGE inh | Fam108B inh | PAD4 inh | MCL1 BIM primary | PME-1 inh | Bcl-xL primary | TPT1 inhibitor | GSTO1 inh
CCOc1ccc(CCNC(=O)COC(=O)c2cccs2)cc1OCC | 0.0 | -5.6 | 3.1 | -0.1 | 2.8 | -0.7 | 0.4 | 3.6 | -0.9
Cc1ccc(C(=O)Oc2csc(=S)n2C(=O)c2ccc(C)cc2)cc1 | 1.1 | -4.2 | -0.3 | -7.1 | 5.8 | -2.2 | 8.8 | 5.5 | 13.7
Cc1nc(C)c(-c2csc(NCc3ccccc3)n2)s1 | -0.2 | 6.3 | 2.9 | -2.8 | 0.9 | 0.7 | -5.0 | 2.8 | 1.8
COc1ccc(C(=O)NCCn2ccc3ccccc32)c(OC)c1 | 1.3 | 10.7 | 4.5 | -3.4 | -3.2 | 0.2 | 0.1 | -1.3 | 1.6
CCCC1Cc2c(sc3ncnc(N)c23)CO1 (configuration not stated) | -1.5 | 2.6 | -1.2 | 1.2 | 11.2 | 1.0 | 6.9 | -3.3 | 6.0
C=CCn1c(SCC(=O)Nc2cc(C)ccc2C)nnc1-c1cnccn1 | -0.9 | 0.8 | -0.1 | 0.7 | -5.5 | 4.3 | -1.4 | -1.5 | 3.5
CCOC(=O)C(Cc1c(F)cccc1Cl)c1ccnc2nc(N)nn12 (configuration not stated) | -1.7 | 6.9 | -0.7 | -3.2 | -3.6 | 4.0 | -5.5 | 2.1 | 8.5
COc1cccc(/C=N/NC(=O)C(=O)NCc2ccco2)c1OC | -0.4 | 3.5 | 3.0 | -2.5 | 1.8 | -0.9 | 3.3 | -0.2 | 0.9
COc1ccc2oc(=O)c(C(=O)NCc3ccc(F)cc3)cc2c1 | 1.1 | 1.9 | -0.9 | -3.2 | 10.3 | 1.5 | 4.8 | -0.8 | 2.9
Cc1oc2ccc(OCc3ccc(F)cc3Cl)cc2c1C(=O)O | -0.1 | 4.4 | -6.2 | -1.2 | -18.9 | -6.3 | -2.6 | 12.0 | 0.3
Cc1cccc(N(C)S(=O)(=O)c2csc(C(N)=O)c2)c1 | 0.2 | -7.4 | 2.9 | -7.7 | -1.0 | -2.5 | -1.7 | -0.6 | 1.7
COc1ccc(O)c(C=Nc2cc(C)on2)c1 | 1.8 | 2.8 | -1.4 | 0.6 | 7.8 | 1.4 | 1.3 | -2.4 | 6.0
CCn1c(-c2cc(-c3ccc(C)cc3)nc3ccccc23)n[nH]c1=S | 0.6 | 0.8 | 0.5 | 0.1 | -4.2 | 0.0 | -14.5 | -3.3 | -1.4
COc1ccc(C2C(C(=O)NCc3ccco3)CCC(=O)N2c2ccc(OC)cc2)cc1 (configuration not stated) | 0.2 | 5.1 | -3.4 | -2.2 | 0.4 | -0.1 | 5.7 | -0.6 | 1.1
CCOC(=O)c1ccc(NS(=O)(=O)c2cc(-c3nnnn3CC)ccc2OC)cc1 | -0.8 | -7.4 | 2.3 | -2.6 | -2.2 | -2.6 | 4.5 | -0.7 | 28.6
COc1cccc(NC(=O)c2ccccc2-c2ccccc2C(=O)O)c1 | 2.1 | 4.2 | 5.5 | 18.1* | 3.5 | 2.1 | 4.4 | 0.3 | -2.5
CCCCN(C1CCS(=O)(=O)C1)S(=O)(=O)c1ccc(OC)c(OC)c1 (configuration not stated) | -1.3 | 0.0 | 0.2 | -4.6 | 2.8 | -0.6 | 0.7 | 0.5 | 6.4
O=C(Nc1nnc(CCc2ccccc2)s1)c1ccco1 | -0.7 | 2.2 | -2.3 | -0.5 | 1.4 | 2.0 | -1.2 | 1.5 | -1.3
CN1CCN(CCCCC(=O)c2ccccc2)CC1 | 0.3 | 6.3 | 3.0 | -5.5 | 4.7 | 0.3 | 9.8 | -2.4 | 6.5
CCn1ncc(N2CCOCC2)c(Cl)c1=O | 2.3 | -2.3 | -0.7 | -0.6 | 0.9 | -0.7 | -1.9 | -1.5 | 12.7
O=C(NCC(c1ccco1)N1CCCCC1)c1ccc(OCc2ccccc2)cc1 (configuration not stated) | -3.6 | 3.6 | 2.7 | -4.1 | -2.6 | 1.3 | 0.1 | 1.4 | 4.1
Cc1ccccc1N=C1c2ccccc2C(=O)C1[N+](=O)[O-] (configuration not stated) | -1.3 | 3.4 | 0.9 | 3.2 | 2.2 | 3.4 | -2.2 | -0.6 | -0.8
Cc1cc(N)nc2nc(C(F)(F)F)nn12 | -3.4 | 4.3 | -1.0 | -6.8 | -8.6 | -4.1 | -2.4 | 3.6 | 5.1
COc1ccc(/C=N/NC(=O)/C(=C/c2ccccc2)CCO)cc1 | 1.4 | 2.1 | -5.6 | -0.8 | 11.4 | -5.1 | 6.2 | -0.9 | -0.6
COc1cc(N=Cc2c(CO)cnc(C)c2O)cc(OC)c1OC | 1.1 | -2.2 | 0.4 | 0.2 | 10.3 | -11.3 | 0.8 | -1.9 | 21.7
(more compounds)
SMILES | MEX-5 binding | GLD-1 TGE inh | Fam108B inh | PAD4 inh | MCL1 BIM primary | PME-1 inh | Bcl-xL primary | TPT1 inhibitor | GSTO1 inh
COc1ccc(CC(=O)Nc2ccc(C(N)=O)cc2)cc1 | -1.4 | 4.7 | 3.4 | -0.6 | 4.4 | 0.1 | 5.5 | -3.6 | 6.5
O=C(Nc1ccccc1C(=O)N1CCN(Cc2ccccc2)CC1)c1ccc(F)cc1 | -1.9 | 1.3 | 0.4 | -3.4 | 8.7 | -5.6 | 3.0 | -1.9 | -0.5
N/C(=N\OC(=O)COc1ccc([N+](=O)[O-])cc1)c1cccnc1 | 0.0 | 2.4 | -4.0 | -2.5 | 4.5 | 7.3 | 1.4 | 3.5 | 2.7
CCc1c(C)nc2cc(-c3ccc(OC)cc3)[nH]n2c1=O | -2.1 | 2.5 | 6.3 | -3.8 | -9.0 | -73.5 | 6.7 | 0.5 | 0.8
Cc1cc(OCC(=O)N2CCOCC2)ccc1NC(=O)C1CCCCC1 | 2.8 | 0.6 | -2.8 | -7.2 | 7.8 | -1.1 | 4.3 | -3.7 | 0.9
CC(=O)c1ccc(NC(=O)CCOc2cc(C)ccc2C)cc1 | 2.1 | -5.2 | 0.5 | -2.4 | -2.0 | 3.0 | 0.2 | -3.3 | -5.4
COCCNc1ccc(N2C(=O)C3CCCCC3C2=O)cc1[N+](=O)[O-] (configuration not stated) | 1.7 | -1.2 | 1.6 | -0.2 | -6.0 | 9.2 | 0.5 | 0.1 | -3.1
Cc1cc(Nc2ccccc2)nc(NCc2ccccc2)n1 | -1.1 | 3.2 | 3.1 | -1.9 | 9.7 | 7.3 | 7.0 | -2.7 | 5.8
O=C(O)CCC(=O)Nc1sc2c(c1C(=O)NCc1ccccc1)CCCC2 | 1.4 | 4.2 | -3.3 | -0.7 | -7.6 | -1.8 | 2.3 | -0.2 | 2.1
O=C(CC(=O)Nc1ccc(Cl)cc1)N/N=C\c1cccc(F)c1 | 3.7 | 1.2 | -0.3 | -6.2 | -1.8 | 0.3 | 1.1 | -0.6 | 7.5
CCc1cccc(NC(=O)C2CCCN(S(=O)(=O)c3cccnc3)C2)c1 (configuration not stated) | -1.4 | -4.7 | 1.1 | 6.9 | 5.6 | 4.9 | -0.6 | -1.2 | 6.9
CC(C)(C)C(=O)Nc1cc(NC(=O)C(C)(C)C)cc(C(=O)Nc2c[nH]c(=O)[nH]c2=O)c1 | -2.1 | 4.2 | -1.3 | -3.6 | -1.1 | -4.2 | 1.6 | -1.7 | -2.5
CCNC(=O)Oc1ccc[nH]c1=O | -0.6 | -2.4 | 0.5 | -2.3 | 0.1 | -1.3 | 3.6 | -5.1 | 10.3
COc1cc(C(=O)NCc2ccc3[nH]c(C)cc3c2)cc(OC)c1OC | -1.3 | 8.0 | 3.2 | -7.9 | 6.2 | -7.2 | 27.2 | 1.9 | 4.2
N#CC1(NC(=O)Cn2cc(C(F)(F)F)cc(Cl)c2=O)CCCCC1 | 1.3 | -0.9 | 1.6 | -2.4 | 7.4 | -1.4 | 3.3 | 2.2 | -5.8
COc1ccc(N2CCN(S(=O)(=O)c3ccc4c(c3)N(C(C)=O)CCO4)CC2)cc1 | 1.7 | 1.3 | -0.4 | -3.6 | 0.9 | 6.0 | 2.9 | -0.3 | -1.8
COCc1[nH]c(=S)[nH]c(=O)c1C | -0.4 | 9.0 | -4.8 | 4.0 | 12.1 | 2.5 | 6.9 | 0.2 | 2.6
Cc1ccccc1NC(=O)Cc1nnc(NC(=O)Nc2ccccc2F)s1 | 3.6 | 3.1 | -9.7 | 0.0 | 3.7 | -3.6 | 5.0 | 2.8 | -16.1
Cc1ccccc1C(=O)NC1CCN(CC(=O)NC2CCCCC2)CC1 | 1.8 | -1.9 | 0.1 | -1.1 | 3.5 | -5.8 | 6.8 | 2.5 | 0.7
COC(=O)c1c(-c2cccs2)csc1NC(=O)CN1CCOCC1 | -1.4 | 10.5 | -0.7 | 1.2 | 5.5 | -2.0 | 10.7 | -6.7 | -1.2
Cc1ccccc1NS(=O)(=O)c1ccc(C(=O)NNC(=O)c2ccccc2O)cc1 | -18.1 | 4.2 | 4.4 | 1.4 | -0.4 | 8.1 | 5.9 | -0.7 | 24.9
CS(=O)(=O)N1CCN=C1SCc1ccccc1 | 1.4 | -2.5 | 2.8 | 0.8 | 0.6 | -0.6 | 4.7 | -5.0 | 14.0
Cc1ccc(N2C(N)=C(C#N)C(c3ccsc3)C3=C2CC(C)(C)CC3=O)cc1 (configuration not stated) | -1.1 | 4.8 | -1.8 | -4.0 | 5.9 | 14.9 | 4.1 | -1.0 | -2.5
CC1Cc2ccccc2N1C(=O)CSc1nnc(-c2ccc(S(=O)(=O)N3CCCC3)cc2)o1 (configuration not stated) | -0.6 | 0.9 | -0.9 | 0.4 | 1.2 | -0.9 | 4.3 | -0.6 | -5.1
Cc1ccc(OC(=O)c2ccc3snnc3c2)cc1 | -1.3 | 2.3 | 3.1 | 0.6 | 6.6 | -5.8 | 0.9 | -1.4 | 4.9
The list goes on:
SMILES | MEX-5 binding | GLD-1 TGE inh | Fam108B inh | PAD4 inh | MCL1 BIM primary | PME-1 inh | Bcl-xL primary | TPT1 inhibitor | GSTO1 inh
Cc1ccc(C(=O)O)cc1NC(=S)NC(=O)Cc1ccccc1 | -0.6 | -1.2 | -1.8 | 2.4 | 7.0 | 3.7 | 5.8 | 4.5 | -0.3
c1cncc(CSc2nnc3ccc(-c4ccco4)nn23)c1 | -0.3 | 0.3 | -0.8 | 0.3 | 6.0 | 3.2 | 6.4 | 0.4 | -3.1
COCCCn1c(C(=O)N2CC(C)OC(C)C2)cc2c(=O)n3ccccc3nc21 (configuration not stated) | -0.1 | -6.2 | 3.5 | -2.2 | -1.6 | 2.8 | 4.9 | -0.9 | -0.4
CC(=O)N/N=C/c1c(C)[nH]n(-c2ccccc2)c1=O | 1.3 | -2.0 | -4.4 | -13.4 | 8.7 | 0.6 | 5.5 | -1.0 | 25.4
O=C(C1COc2ccccc2O1)N1CCN(S(=O)(=O)c2cc(F)ccc2F)CC1 (configuration not stated) | nt | -2.5 | nt | 0.0 | -10.6 | 5.3 | 0.4 | nt | nt
O=S(=O)(NCc1cn2ccccc2n1)c1cc(F)ccc1F | 1.0 | -7.7 | 2.8 | 0.1 | 8.2 | 1.5 | 2.2 | 0.6 | 5.5
